Screening results from PubChem BioAssay.
NALP1 inh – blocks the NALP1 inflammasome reconstituted in yeast | S. cerevisiae NALP1/ASC/caspase-1 growth, X-gal OD620, 72 h | inhibition, % at 10 µM | actives 0.61% (n = 280,000); in the data active means inhibition mostly above about 24%, no sharp cut-off; inactive means mostly below about 32%; further: some compounds called inactive have numbers as strong as hits
GPR7 antag – human neuropeptides B/W receptor 1 antagonism; P48145; GPR7-expressing cells, fluorescence antagonist assay; inhibition, % at 4.4 µM; actives 1.1% (n = 290,000); AID 1861; in the data active means inhibition above about 16%, passing the limit was not always enough;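 further: cells stimulated with the agonist NPW; 0% = agonist with vehicle and 100% = vehicle without agonist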
MEKK2wt PB1 HTS – raises or lowers MEK5 binding to wildtype human MEKK2 PB1 domain; Q9Y2U5; bead flow cytometry, Alexa488-MEK5 binding to MEKK2 WT; actives lie on both sides; binding response (% of control), % at 10 µM; actives 1.1% (n = 290,000); in the data active means binding response below about 67% or above about 130%
MEKK3 PB1 HTS – raises or lowers MEK5 binding to the human MEKK3 PB1 domain | Q99759 | bead-based flow cytometry, Alexa488-MEK5 binding to MEKK3; actives lie on both sides; 0 = blocked by unlabeled MEK5, 100 = vehicle | binding response (% of control), % at 10 µM | actives 1.4% (n = 290,000) | AID 1529;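 active means binding response more than 3 SD above or below the average of its plate-row segment, actives on both sides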;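 further: Alexa488 bead fluorescence after subtracting the streptavidin-only scavenger bead signal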
Target sequence (Q99759 whole entry, looked up, the tested form may be a part): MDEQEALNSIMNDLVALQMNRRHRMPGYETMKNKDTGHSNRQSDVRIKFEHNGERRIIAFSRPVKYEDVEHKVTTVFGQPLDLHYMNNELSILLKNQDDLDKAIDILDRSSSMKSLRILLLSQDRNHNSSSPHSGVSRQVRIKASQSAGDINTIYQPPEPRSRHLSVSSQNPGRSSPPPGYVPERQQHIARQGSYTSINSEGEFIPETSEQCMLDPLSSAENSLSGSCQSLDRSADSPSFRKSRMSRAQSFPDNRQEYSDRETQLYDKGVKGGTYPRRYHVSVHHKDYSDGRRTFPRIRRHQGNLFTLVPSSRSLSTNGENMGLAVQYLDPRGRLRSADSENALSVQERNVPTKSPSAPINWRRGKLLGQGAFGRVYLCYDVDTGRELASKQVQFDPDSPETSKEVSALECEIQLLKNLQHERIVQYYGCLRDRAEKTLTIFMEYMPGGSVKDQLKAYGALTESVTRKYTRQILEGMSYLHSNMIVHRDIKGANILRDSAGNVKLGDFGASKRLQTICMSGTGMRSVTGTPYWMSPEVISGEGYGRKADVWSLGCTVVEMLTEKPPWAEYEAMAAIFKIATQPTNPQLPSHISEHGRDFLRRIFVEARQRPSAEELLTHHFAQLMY
V1aR counter – activates human V1a receptor in oxytocin agonist counter-screen | P37288 | CHO-V1R cells, Fluo-8 calcium fluorescence, agonist mode; 0% DMSO, 100% 3 nM vasopressin | activation, % at 3 µM | actives 0.25% (n = 320,000) | AID 2797;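 active means activation above the mean activation of all tested compounds plus 3 SD, per screening run, cut at about 20% in these data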;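 further: signal is peak over basal fluorescence ratio across a 100 second FLIPR read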
PHOSPHO1 block – PHOSPHO1 (human) inhibition. Q8TCT1. recombinant PHOSPHO1, absorbance phosphatase assay. inhibition, % at 13.3 µM. actives 1.1% (n = 290,000). AID 1565; in the data active means inhibition above about 60%
Target sequence (Q8TCT1 whole entry, looked up): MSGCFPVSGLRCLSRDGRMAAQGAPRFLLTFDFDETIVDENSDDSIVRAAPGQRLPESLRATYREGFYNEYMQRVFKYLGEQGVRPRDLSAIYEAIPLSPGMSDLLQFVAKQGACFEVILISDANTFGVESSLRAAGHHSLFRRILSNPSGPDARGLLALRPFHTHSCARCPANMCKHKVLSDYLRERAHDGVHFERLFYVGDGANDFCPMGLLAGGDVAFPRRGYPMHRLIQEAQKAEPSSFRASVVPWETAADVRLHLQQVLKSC
GalR3 antag – blocks the human galanin receptor 3 | HEK293 GalR3-CNG cAMP membrane potential fluorescence; galR3 body fused to GalR1 C-terminus | actives 0.44% (n = 360,000) | O60755 | inhibition, % at 3 µM;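 active means inhibition above the screen-wide average plus 3 SD, cut at about 13% in these data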;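 further: forskolin and galanin both at EC90 stimulate the cells; cAMP rise reported by CNG channel membrane potential dye signal; 0% = forskolin plus galanin with DMSO and 100% = forskolin alone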
MEKK2mut PB1 HTS – signal of MEK5 binding to mutant human MEKK2 PB1 domain; bead flow cytometry, Alexa488-MEK5 binding to MEKK2 mutant; percent response, % at 10 µM; actives 0.35% (n = 290,000); AID 1530; in the data active means percent response above about 24%, passing the limit was not always enough; further: inactives centre near 1; some results filed as inactive read as strong as hits; reference of the scale not given here
OXTR agonist – activates the human oxytocin receptor; activation, % at 3 µM; CHO-OTR cells, Fluo-8 calcium fluorescence; normalized: DMSO 0%, oxytocin 100%; P30559; actives 0.32% (n = 320,000);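 active means activation above the mean of all tested compounds plus 3 SD, cutoff set per screening run, cut at about 20% in these data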;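 further: peak over basal fluorescence ratio from a 100 s FLIPR kinetic read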
The depositor's hits bear a star; [ ] = another dose, or the depositor's remark.

Screening COc1ccccc1-n1cnnc1SCC(=O)Nc1cc(C)on1 returned NALP1 inh -16, GPR7 antag 16, MEKK2wt PB1 HTS 95, MEKK3 PB1 HTS 98, V1aR counter -0.4, PHOSPHO1 block -10, GalR3 antag 2, MEKK2mut PB1 HTS -6 and OXTR agonist -0.1.
`O=C(CCCCn1c(=O)[nH]c2ccccc2c1=O)NCCC1=CCCCC1` gave NALP1 inh 26, GPR7 antag 14, MEKK2wt PB1 HTS 104, MEKK3 PB1 HTS 103, V1aR counter 0.3, PHOSPHO1 block 14, GalR3 antag -4, MEKK2mut PB1 HTS 3 and OXTR agonist -0.5.
CCOC(=O)c1ccc2c(c1)N(CC(=O)N1CCCC1)C(=O)C(C)(C)O2 was read as NALP1 inh 24, GPR7 antag -5, MEKK2wt PB1 HTS 95, MEKK3 PB1 HTS 101, V1aR counter -2.0, PHOSPHO1 block -28, GalR3 antag -2, MEKK2mut PB1 HTS -5 and OXTR agonist -1.7.
NC(=O)[C@@H]1CC2(CC(c3cccc(NC(=O)CC(c4ccccc4)c4ccccc4)c3)=NO2)CN1C(=O)[C@@H]1CCC(=O)N1 (some centres not stated) was read as NALP1 inh 13, MEKK2wt PB1 HTS 103, MEKK3 PB1 HTS 100, V1aR counter 0.4, PHOSPHO1 block 26, GalR3 antag -2, MEKK2mut PB1 HTS 6 and OXTR agonist -0.2.
`Fc1cccc(CN2CCN3CCCC3C2C2CCCCC2)c1` (configuration not stated) gave NALP1 inh 17, GPR7 antag 6, MEKK2wt PB1 HTS 106, MEKK3 PB1 HTS 93, V1aR counter 0.2, PHOSPHO1 block -23, GalR3 antag -2, MEKK2mut PB1 HTS -1 and OXTR agonist 2.6.
Screening CCOCCc1nn2c(=O)cc(CSCC(=O)Nc3cc(C)cc(C)c3)nc2s1 returned NALP1 inh 24, GPR7 antag 1, MEKK2wt PB1 HTS 95, MEKK3 PB1 HTS 93, V1aR counter 1.2, PHOSPHO1 block 38, GalR3 antag -6, MEKK2mut PB1 HTS -3 and OXTR agonist 0.1.
Screening CC(=O)c1ccc(N2CCN(C(=O)c3ccco3)C(C)C2)c(F)c1 (configuration not stated) returned NALP1 inh 3, GPR7 antag 7, MEKK2wt PB1 HTS 97, MEKK3 PB1 HTS 100, V1aR counter 1.9, PHOSPHO1 block 7, GalR3 antag -4, MEKK2mut PB1 HTS 0 and OXTR agonist 1.2.
`COc1ccccc1NC(=O)CSc1nnc(-c2ccoc2C)n1CC1CCCO1` (configuration not stated) gave NALP1 inh -4, GPR7 antag 15, MEKK2wt PB1 HTS 96, MEKK3 PB1 HTS 90, V1aR counter -0.7, PHOSPHO1 block 58, GalR3 antag 0, MEKK2mut PB1 HTS -2 and OXTR agonist -1.1.
COC(=O)N/N=C\C=C\c1ccc2c(c1)OCO2 was read as NALP1 inh -2, GPR7 antag 17, MEKK2wt PB1 HTS 100, MEKK3 PB1 HTS 75, V1aR counter 0.8, PHOSPHO1 block -5, GalR3 antag -5, MEKK2mut PB1 HTS -2 and OXTR agonist 0.3.
`CC(=O)Nc1ccccc1Nc1nc(NCCO)nc(N2CCCC2)n1` gave MEKK2wt PB1 HTS 111, MEKK3 PB1 HTS 109, V1aR counter 0.7, GalR3 antag -5, MEKK2mut PB1 HTS 5 and OXTR agonist 0.2.
COc1cc(NC(=O)c2cccs2)c(OC)cc1NC(=O)Nc1ccc(F)cc1 was read as NALP1 inh 12, GPR7 antag -16, MEKK2wt PB1 HTS 102, MEKK3 PB1 HTS 101, PHOSPHO1 block 19, GalR3 antag -7 and MEKK2mut PB1 HTS 1.
COc1ccc(/C=C(\C#N)C(=O)Nc2ccc3[nH]c(=O)[nH]c3c2)cc1 was read as GPR7 antag -11, MEKK2wt PB1 HTS 103, MEKK3 PB1 HTS 112, V1aR counter 1.4, PHOSPHO1 block 25, GalR3 antag 2, MEKK2mut PB1 HTS 11 and OXTR agonist 1.0.
Screening CCn1nnnc1NC(=O)c1cccc(OC)c1 returned NALP1 inh -6, GPR7 antag -2, MEKK2wt PB1 HTS 107, MEKK3 PB1 HTS 109, V1aR counter 3.8, PHOSPHO1 block 40, GalR3 antag -2, MEKK2mut PB1 HTS -45 and OXTR agonist 0.4.
Screening Cc1nn(CCC(=O)NNC(=S)Nc2ccc(F)cc2)c(C)c1Br returned NALP1 inh 21, GPR7 antag -3, MEKK2wt PB1 HTS 104, MEKK3 PB1 HTS 129*, V1aR counter -0.5, PHOSPHO1 block 1, GalR3 antag -3, MEKK2mut PB1 HTS 0 and OXTR agonist -1.7.
For COc1cccc(CNc2ccccc2O)c1OCc1ccccc1F the results were NALP1 inh 4, GPR7 antag -17, MEKK2wt PB1 HTS 100, MEKK3 PB1 HTS 100, V1aR counter -1.7, PHOSPHO1 block 20, GalR3 antag -5, MEKK2mut PB1 HTS -2 and OXTR agonist -1.5.
COCCCn1c(=NC(=O)c2ccccc2)c(C#N)cc2c(=O)n3cccc(C)c3nc21 was read as NALP1 inh -10, GPR7 antag -14, MEKK2wt PB1 HTS 94, MEKK3 PB1 HTS 94, V1aR counter -1.6, PHOSPHO1 block -63, GalR3 antag -2, MEKK2mut PB1 HTS -4 and OXTR agonist -2.1.
For O=C(CCCC(=O)NCCc1ccccc1)NCCc1ccccc1 the results were NALP1 inh 18, GPR7 antag -1, MEKK2wt PB1 HTS 104, MEKK3 PB1 HTS 105, V1aR counter 0.1, PHOSPHO1 block -2, GalR3 antag -3, MEKK2mut PB1 HTS 0 and OXTR agonist -0.3.
CCN(CC)CCCNC(=O)c1nn(-c2cccc(OC)c2)c(=O)c2ccccc12 was read as NALP1 inh 18, GPR7 antag -10, MEKK2wt PB1 HTS 102, MEKK3 PB1 HTS 104, V1aR counter -0.3, PHOSPHO1 block 24, GalR3 antag 0, MEKK2mut PB1 HTS 2 and OXTR agonist 1.0.
For C[C@H](NC(=O)c1cc2cc(Cl)ccc2n1C)C(=O)N1CCC(C(=O)O)CC1 the results were NALP1 inh 2, GPR7 antag -9, MEKK2wt PB1 HTS 102, MEKK3 PB1 HTS 100, PHOSPHO1 block 29, GalR3 antag -9 and MEKK2mut PB1 HTS 4.
`O=C(c1ccc(F)cc1)N1CCN(c2ccc([N+](=O)[O-])cc2-n2cccc2)CC1` gave GPR7 antag -4, MEKK2wt PB1 HTS 101, MEKK3 PB1 HTS 109, V1aR counter 1.0, PHOSPHO1 block 3, GalR3 antag -5, MEKK2mut PB1 HTS 1 and OXTR agonist 0.8.
For CCN(CC)C(=O)CSCc1cnn(-c2ccccc2)c1-n1cccc1 the results were NALP1 inh 2, GPR7 antag 0, MEKK2wt PB1 HTS 97, MEKK3 PB1 HTS 97, V1aR counter 1.1, PHOSPHO1 block 18, GalR3 antag -4, MEKK2mut PB1 HTS -2 and OXTR agonist 1.3.
Screening CN1CCN(c2nc(-c3ccccc3)cc(C(F)(F)F)n2)CC1 returned NALP1 inh 15, GPR7 antag -1, MEKK2wt PB1 HTS 112, MEKK3 PB1 HTS 106, V1aR counter 0.3, PHOSPHO1 block -14, GalR3 antag -14, MEKK2mut PB1 HTS 5 and OXTR agonist -0.3.
Screening CC(NCc1ccc(S(N)(=O)=O)cc1)C(=O)N1CCc2ccccc21 (configuration not stated) returned GPR7 antag -3, MEKK2wt PB1 HTS 101, MEKK3 PB1 HTS 98, V1aR counter 0.3, PHOSPHO1 block 4, GalR3 antag 0, MEKK2mut PB1 HTS -2 and OXTR agonist 0.3.
For CCOc1ccc(N2CC(C(=O)NCCCN3CCOCC3)CC2=O)cc1 (configuration not stated) the results were NALP1 inh 25, GPR7 antag -19, MEKK2wt PB1 HTS 3.0*[inhibitor], MEKK3 PB1 HTS 2.0*[inhibitor], V1aR counter 0.8, PHOSPHO1 block -14, GalR3 antag -4, MEKK2mut PB1 HTS -21 and OXTR agonist -0.6.
`COCc1cc(C)nc2sc(C(=O)Nc3ccccc3Br)c(N)c12` gave NALP1 inh 11, GPR7 antag -9, MEKK2wt PB1 HTS 97, MEKK3 PB1 HTS 101, V1aR counter -0.2, PHOSPHO1 block -16, GalR3 antag -6, MEKK2mut PB1 HTS 2 and OXTR agonist -0.8.
Screening Cc1ccc(N2C(=O)NC(NC(=O)C3CC3)(C(F)(F)F)C2=O)cc1 (configuration not stated) returned NALP1 inh 30, GPR7 antag -6, MEKK2wt PB1 HTS 97, MEKK3 PB1 HTS 94, V1aR counter 0.7, PHOSPHO1 block 1, GalR3 antag -6, MEKK2mut PB1 HTS -2 and OXTR agonist -0.8.
For CCC(CC)C(=O)N1CCN(c2cccc(C)c2C)CC1 the results were NALP1 inh 32, GPR7 antag -11, MEKK2wt PB1 HTS 98, MEKK3 PB1 HTS 97, V1aR counter -0.8, PHOSPHO1 block -8, GalR3 antag -2, MEKK2mut PB1 HTS 0 and OXTR agonist -2.8.
For Cc1nn(C)cc1C(C(=O)NC1CCCCC1)N(C(=O)Cn1nnc2ccccc21)c1ccc(F)cc1 (configuration not stated) the results were NALP1 inh 31, GPR7 antag 1, MEKK2wt PB1 HTS 91, MEKK3 PB1 HTS 91, V1aR counter 1.4, PHOSPHO1 block 10, GalR3 antag -5, MEKK2mut PB1 HTS -4 and OXTR agonist -0.9.
For CCCCNC(=O)c1ccc(N2CCOCC2)c(NS(=O)(=O)c2ccc(OC)cc2)c1 the results were NALP1 inh 2, GPR7 antag -14, MEKK2wt PB1 HTS 108, MEKK3 PB1 HTS 103, V1aR counter -0.4, PHOSPHO1 block 16, GalR3 antag -7, MEKK2mut PB1 HTS 7 and OXTR agonist 0.1.
Screening Cc1ccccc1CSCC(=O)Nc1ccccc1-c1ccccc1 returned NALP1 inh 19, GPR7 antag -1, MEKK2wt PB1 HTS 98, MEKK3 PB1 HTS 97, V1aR counter -1.5, PHOSPHO1 block -15, GalR3 antag -4, MEKK2mut PB1 HTS 0 and OXTR agonist -1.0.
For CCC1(c2ccccc2)NC(=O)N(CC(=O)NCc2ccc(C)cc2)C1=O (configuration not stated) the results were NALP1 inh -7, GPR7 antag -9, MEKK2wt PB1 HTS 103, MEKK3 PB1 HTS 102, V1aR counter 0.9, PHOSPHO1 block 46, GalR3 antag -7, MEKK2mut PB1 HTS 4 and OXTR agonist -1.7.
Cc1ccc(N2CCN(/N=C/c3sccc3C)CC2)cc1 was read as NALP1 inh 43, GPR7 antag -1, MEKK2wt PB1 HTS 98, MEKK3 PB1 HTS 98, V1aR counter 0.8, PHOSPHO1 block -10, GalR3 antag -7, MEKK2mut PB1 HTS 0 and OXTR agonist 1.3.
O=C(N/C(=C/c1cccc([N+](=O)[O-])c1)C(=O)N1CCCCCC1)c1cccs1 was read as NALP1 inh 21, GPR7 antag -8, MEKK2wt PB1 HTS 99, MEKK3 PB1 HTS 103, V1aR counter 0.4, PHOSPHO1 block -5, GalR3 antag 6, MEKK2mut PB1 HTS -2 and OXTR agonist -1.4.
